HEK cytotox: Cytotoxic Profiling in HEK 293 Cell Line of Diverse Libraries Using Quantitative High-Throughput Screening; 94,000 tested, 6.6% active; HEK 293 viability, ATP luminescence (CellTiter-Glo), 48-72 h; Potency, µM (top dose mostly 115 µM), without a hit: at the highest dose activity change, negative = cytotoxicity, most hits filed as inhibitors; also: potency is read from the fitted curve at half-maximal effect; nearly all actives have a fitted effect of over 60% in size
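Pintool-delivered compounds were incubated with HEK 293 cells (250 cells/well) at 37 degree Celsius for 48 or 72 hr. ATP-dependent luminescence (CellTiter-Glo) then reported remaining viable cells.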
3T3 cytotox: Cytotoxic Profiling in NIH 3T3 Cell Line of Diverse Libraries Using Quantitative High-Throughput Screening | NIH 3T3 viability, CellTiter-Glo ATP luminescence, 48-72 h | Potency, µM (doses to about 96.7 µM), for the others: at the highest dose activity change, negative = cytotoxicity, most hits filed as inhibitors | 94,000 tested, 4.3% active; also: potency is read from the fitted curve at half-maximal effect; nearly all actives have a fitted effect of over 55% in size
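Luminescent ATP readout (CellTiter-Glo, 10 min RT) after 48 or 72 hr compound exposure of NIH 3T3 cells seeded at 400 cells/well in 1536-well format; quantitative HTS.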
SNCA expr inh: Primary qHTS assay for inhibitors of alpha-synuclein gene (SNCA) expression; HEK-293 SNCA-luciferase knock-in, luminescence, 24 h; Potency, µM (series often up to 57.2 µM), for the others: at the highest dose activity change, negative = inhibition, usual class: inhibitors; 140,000 tested, 0.17% active;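 also: potency is read from the fitted curve at half-maximal effect; plate controls were DMSO cells for no effect and cell-free wells for full effect; nearly all actives have a fitted effect of over 45% in size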
FLuc inh: Firefly luciferase inhibition profiling of diverse chemical library using quantitative high-throughput screening. Luciferin 4-monooxygenase (Photinus pyralis), P08659. purified P. pyralis luciferase, luminescence, biochemical. Potency, µM (highest dose often 115 µM), for the others: at the top dose activity change, negative = inhibition, most hits filed as inhibitors. 76,000 tested, 2.5% active. AID 1347043, 2019; also: potency is read from the fitted curve at half-maximal effect; nearly all actives have a fitted effect of over 65% in size
Target sequence (P08659 whole entry, looked up): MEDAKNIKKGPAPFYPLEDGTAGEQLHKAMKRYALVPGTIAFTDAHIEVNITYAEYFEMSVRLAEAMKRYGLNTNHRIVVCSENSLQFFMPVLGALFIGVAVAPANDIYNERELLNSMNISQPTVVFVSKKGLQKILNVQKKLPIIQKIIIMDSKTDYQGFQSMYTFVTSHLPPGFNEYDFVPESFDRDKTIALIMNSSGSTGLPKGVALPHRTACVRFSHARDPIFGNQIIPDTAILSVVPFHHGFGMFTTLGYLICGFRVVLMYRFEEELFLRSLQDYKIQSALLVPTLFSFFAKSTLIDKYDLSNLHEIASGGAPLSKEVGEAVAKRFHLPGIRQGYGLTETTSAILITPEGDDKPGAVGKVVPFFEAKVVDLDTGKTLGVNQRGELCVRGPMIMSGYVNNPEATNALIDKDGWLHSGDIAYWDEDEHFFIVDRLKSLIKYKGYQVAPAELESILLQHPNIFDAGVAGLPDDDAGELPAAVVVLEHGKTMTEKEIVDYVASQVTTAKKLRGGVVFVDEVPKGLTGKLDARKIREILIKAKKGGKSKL
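Biochemical qHTS: compound (6-point titration) added to 10uM D-luciferin plus 10uM ATP in Tris acetate pH 7.5 buffer with Mg, Tween-20 and BSA, then purified enzyme at 10nM; light output imaged.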
GPT2 inhibitor: Primary qHTS assay for inhibitors of Glutamate pyruvate transaminase 2 (GPT2); Potency, µM (series often up to 57.7 µM), for the others: at the top dose activity change, negative = inhibition, hits mostly inhibitors; Recombinant GPT2, coupled pyruvate oxidase/HRP Amplex Red fluorescence; 100,000 tested, 0.25% active; Alanine aminotransferase 2 (Homo sapiens), Q8TD30; also: potency is read from the fitted curve at half-maximal effect; nearly all actives have a fitted effect of over 60% in size; many of its hits are not listed in these tables
Target sequence (Q8TD30 whole entry, looked up): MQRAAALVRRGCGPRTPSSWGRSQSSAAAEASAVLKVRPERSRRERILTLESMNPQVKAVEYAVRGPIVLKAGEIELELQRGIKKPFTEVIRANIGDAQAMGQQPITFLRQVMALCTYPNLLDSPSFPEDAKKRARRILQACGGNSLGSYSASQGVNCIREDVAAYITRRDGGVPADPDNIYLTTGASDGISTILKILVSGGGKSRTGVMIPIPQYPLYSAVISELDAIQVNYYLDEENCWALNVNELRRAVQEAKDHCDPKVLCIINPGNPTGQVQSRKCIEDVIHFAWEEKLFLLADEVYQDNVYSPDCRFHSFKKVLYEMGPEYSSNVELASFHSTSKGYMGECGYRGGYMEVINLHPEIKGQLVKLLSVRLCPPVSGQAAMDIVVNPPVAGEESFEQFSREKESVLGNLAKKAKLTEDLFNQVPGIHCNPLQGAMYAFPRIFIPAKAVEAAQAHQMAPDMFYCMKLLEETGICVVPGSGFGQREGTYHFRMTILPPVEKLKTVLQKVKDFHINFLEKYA
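GPT2 10ng/uL, a-KG 250uM, L-Ala 2mM, HEPES pH7.5 + 0.0001% Tween; 30 min RT. Then Amplex mix (PO/HRP/ThPP), 30 min RT dark, fluorescence. AOA 50uM used as positive control.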
IP6K1 inhibitor: Primary qHTS assay for small molecule inhibitors of Inositol hexaphosphate kinase 1 (IP6K1); AID 1645851, 2021; activity change, % (series mostly up to about 58 µM); 140,000 tested, 0.81% active; IP6K1 kinase, ADP-Glo luminescence, 2 h; stronger effect = lower value; in the data active = activity change below about -25%
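ADP-Glo luminescence measures ADP made by human IP6K1 during a 2 h RT reaction with ATP/IP6 (mix at 1.3 mM/130 uM); top library doses 57.5 and 19.1 uM final.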
HEK293 viab: GF-AFC viability counterscreen for inhibitors of alpha-synuclein gene (SNCA) expression | HEK-293-SNCA-luc viability, GF-AFC fluorescence, 24 h | Potency, µM (titrated, usually from 57.1 µM), without a hit: at the highest dose activity change, negative = cytotoxicity, usual class: cytotoxic | 150,000 tested, 0.12% active;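 also: potency is read from the fitted curve at half-maximal effect; 0% = DMSO-treated cells and -100% = medium-only wells without cells; nearly all actives have a fitted effect of over 30% in size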
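Cytotoxicity counterscreen: after 24 h compound treatment of genome-edited SNCA-luciferase HEK-293 cells, live-cell protease substrate GF-AFC read by fluorescence after 30 min; activity scaled between DMSO (0%) and medium-only (-100%), curves Hill-fitted.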
Starred values were filed as active, the others as inactive; i = inactive; ? = inconclusive; . = no result given; & = joins results of further samples; [ ] = another dose, or the depositor's remark. Unless noted, calls follow the shape of the dose curve; as a rule, active = well fitted curve in the direction sought with a large enough effect; inconclusive = small, poorly fitted or top-dose-only effect, or another doubt; inactive = no such curve, though single readings can be large; an effect the other way counts as inactive or inconclusive. Unless noted, % is scaled to controls: 0 for no effect and ±100 for the full control effect. Some of the compounds tested. The share of hits here may be higher or lower than overall.

SMILES	HEK cytotox	3T3 cytotox	SNCA expr inh	FLuc inh	GPT2 inhibitor	IP6K1 inhibitor	HEK293 viab
COc1ccc(CC(=O)N2CC[C@@H](CC(=O)O)[C@@H](CCN3CCN(c4ccc(F)cc4)CC3)C2)cc1	-2%	-17%	-14%	-13%	i	6	-11%
COc1ccc(-c2noc([C@@H](C)NC(=O)Cc3ccccc3)c2C(=O)O)cc1	-9%[172 µM]	-7%[138 µM]	-9%[87.6 µM]	-5%[172 µM]	3%[88.5 µM]	10	9%[87.6 µM]
CC(C)CNC(=O)N1CC(Oc2ccc(-c3nc(-c4ccccc4)no3)cc2)C1	?	-27%	5%	2%	i	2	-1%
COc1ccc(-c2ccnc3c2c(=O)n(C)c(=O)n3C)cc1OC	.	.	-3%	.	.	12	9%
CC(C)CC(=O)N1C[C@@H](Oc2ccccc2)C[C@H]1C(=O)N1CCCC1	i	-4%	18%	-7%	4%	1	-12%
O=C(CSCCN1CCCC1)N1CCC(n2cnnc2)CC1	-17%	3%	-15%	-5%	0%	-13	7%
CCc1nnc(NC(=O)C2CC(=O)N(c3n[nH]c4cccc(F)c34)C2)s1 (configuration not stated)	4%	i	20%	0%	1%	-2	5%
O=C(NCCc1noc(-c2ccccc2)n1)c1n[nH]c2ccccc12	?	-29%	12%	-13%	i	14	1%
Cc1cc(C)cc(C(=O)N2CCCC(n3cc(-c4nc(C)no4)nn3)C2)c1 (configuration not stated)	-2%	-6%	-9%	12%	i	3	4%
Cc1ccc(CNC(=O)c2ccc(CSCc3ccc(C)cc3)o2)cc1	.	.	-8%	.	.	-3	9%
CC(C)(C)C(=O)Nc1cccc(C(=O)OCc2cc(=O)n3nc(C4CCCCC4)sc3n2)c1	.	.	42%[activator]	.	.	24	-2%
Cc1ccc(C(C(=O)NCc2cc(C)nn2C)N(C)C)cc1 (configuration not stated)	-2%	i	-12%	-2%	-21%	1	1%

Of the compounds above, these have a COOH group:
SMILES	HEK cytotox	3T3 cytotox	SNCA expr inh	FLuc inh	GPT2 inhibitor	IP6K1 inhibitor	HEK293 viab
COc1ccc(CC(=O)N2CC[C@@H](CC(=O)O)[C@@H](CCN3CCN(c4ccc(F)cc4)CC3)C2)cc1	-2%	-17%	-14%	-13%	i	6	-11%
COc1ccc(-c2noc([C@@H](C)NC(=O)Cc3ccccc3)c2C(=O)O)cc1	-9%[172 µM]	-7%[138 µM]	-9%[87.6 µM]	-5%[172 µM]	3%[88.5 µM]	10	9%[87.6 µM]

Next compounds
SMILES	HEK cytotox	3T3 cytotox	SNCA expr inh	FLuc inh	GPT2 inhibitor	IP6K1 inhibitor	HEK293 viab
N#Cc1ccc(CN2CCn3c(nnc3C3CCNCC3)C2)cc1	-2%	-2%	?	.	2%	2	2%
O=C(NCc1ccccc1)c1nc2sccn2c1-c1ccncc1	112µM*	?	28%[87.6 µM]	.	-23%[88.5 µM]	4	-1%[87.6 µM]
COc1ccc(C(=O)NCCn2ccn3nc(-c4ccc(C)c(C)c4)cc3c2=O)cc1	?	-24%	63%[activator]	?	i	-2	-14%
N#Cc1ccc(C(=O)N2CCC3(CC2)NC(=O)N(Cc2ccccc2)C3=O)cc1	-27%	?	19%	13%	i	39	4%
COc1ccc(C(=O)N[C@@H]2CCC[C@@H]2C(=O)NCC(C)C)cn1	i	i	11%	1%	i	6	?
COCCOC1CCOC2(CCN(S(=O)(=O)c3c(C)noc3C)CC2)C1 (configuration not stated)	-3%	-13%	-7%	-4%	-5%	5	8%[12.5 µM]
CN(CC(O)COc1cccc(CNCCOc2ccccc2)c1)C1CCCCC1 (configuration not stated)	?	?	32%[activator]	0%	-1%	3	?
CCc1ccccc1NC(=O)c1ccc2c(c1)N(Cc1cccc(Cl)c1)C(=O)c1ccccc1S2(=O)=O	.	.	-10%	.	.	-11	7%
CC(=O)N1CC2(CCN(c3nc(C)cc(C(=O)O)n3)CC2)CC1C(=O)O (configuration not stated)	1%	5%	?	-8%	-4%	0	-4%
COC(=O)c1c(-c2cccs2)csc1NC(=O)c1ccc(C)cc1	.	.	32%[activator]	.	.	-3	6%
Cc1cc(C)cc(-c2ccc(CN3CCCC(NC(=O)c4ccc(C(F)(F)F)cc4)C3)cc2)c1 (configuration not stated)	-5%	-8%	-6%	.	4%	0	-7%
CN1CCN(C(=O)c2cccnc2)CC12CCC(=O)N(CC1CC1)CC2 (configuration not stated)	i	i	-11%	2%	i	1	0%
O=C(O)Cc1ccccc1Oc1ccc(Cl)cc1Cl	.	.	22%[25.6 µM]	.	i	-18	2%
Cc1ccc(N2CCN(C(=O)c3cnc(N4CCCCC4)c4ccccc34)CC2)c(C)c1	.	.	?	.	.	-1	-12%
CCOc1ccc(-c2cc3c(=O)n(CCNC(=O)c4ccc5c(c4)OCO5)ccn3n2)cc1	i	0%	31%	-6%	i	-6	1%
COc1ccc(N2CC(NC(=O)C(c3ccccc3)c3ccccc3)CC2=O)cc1OC (configuration not stated)	.	.	0%	.	.	-9	-4%
O=C(N[C@H]1CCN2C(=O)c3ccc(Cl)cc3NC(=O)[C@H]12)c1cccc(F)c1	?	?	-21%[87.6 µM]	-3%[172 µM]	1%[88.5 µM]	4	-3%[87.6 µM]
CCc1ccc2c(c1)NC(c1ccc(OC)cc1)=NC(c1ccncc1)=N2	.	.	20%	.	.	-14	-5%
NC1CC(c2cc(NCc3noc(C(F)(F)F)n3)ncn2)C1 (configuration not stated)	-16%	-21%	7%	0%	?	9	-3%
Cc1noc(-c2cn(C3CCN(C(=O)COc4ccc(F)cc4)CC3)nn2)n1	-2%	?	-3%	-11%	-1%	14	2%
O=C([C@@H]1C[C@H](Oc2cccnc2)CN1C(=O)c1ccc2ccccc2n1)N1CCOCC1	i	-4%	20%	4%	i	5	-10%
Clc1ccc(Nc2nnc(Cc3ccncc3)c3ccccc23)cc1	.	.	21%[25.6 µM]	.	0%	-2&-10	-16%
O=C(c1ccccn1)N1CCc2nc(C3CC3)nc(-c3ccc(Cl)cc3)c2C1	-5%	32µM*	42%[activator]	.	3%	-3	-4%
Clc1ccccc1Nc1cnc2ccc(N3CCOCC3)nn12	?	?	-26%[87.6 µM]	7%[172 µM]	?	3	-1%[87.6 µM]
CCc1ccccc1NC(=O)CN1C(=O)CCn2nc(-c3cccn3C)cc21	.	.	-4%	.	.	-7	7%
COCCNC(=O)c1cc(-c2ccsc2)nc2c1cnn2C	-9%[172 µM]	?	-10%[87.6 µM]	.	i	-5	2%[87.6 µM]
COc1cccc(Nc2cc(-c3cccs3)nc3c(C)noc23)c1	100µM*	79µM*	-20%[87.6 µM]	-17%[172 µM]	2%[88.5 µM]	-25*	8%[87.6 µM]
O=C(CN1CC2CC(C1)[C@H]1CCCC(=O)N1C2)N1CCN(c2ccccc2)CC1 (some centres not stated)	-19%	-16%	2%	-8%	-4%	12	3%
O=C(NC[C@H]1O[C@H](Cc2cc(CN3CCN(c4ccccc4)CC3)on2)CC[C@@H]1O)c1ccccc1	-20%	-5%	-3%	-2%	-1%	6	-6%
COc1ccc(C2Cn3nnc(-c4noc(C5CCC5)n4)c3CO2)cc1 (configuration not stated)	-1%	-22%	-24%	-3%	i	-1	9%
COc1cccc(CN2CC[C@H]3C(=O)NCCCCCCN(Cc4ccncc4)[C@@H]3C2)n1	-11%	-24%	-14%	-3%	i	11	0%
O=C(c1ccc(F)cc1)N1CCC[C@H]1c1nc(-c2ccccc2)no1	?	-21%	3%	-12%	i	6	-20%
CCC1CN(C(=O)N2CCC(C(=O)NCc3ccc(OC)cc3OC)CC2)c2cc(C)ccc2O1 (configuration not stated)	.	.	-24%	.	.	26	?
Cc1ccc(Sc2ccc(N3CCC(C(=O)Nc4ccc(C)c(F)c4)CC3)nn2)cc1	.	.	36%[activator]	.	.	-6	?
COc1cccc(S(=O)(=O)N2CCC(c3noc(-c4cccnc4)n3)C2)c1 (configuration not stated)	-16%	-10%	4%	9%	-21%	6	9%
CCn1nccc1C(=O)N1CCC(c2nc(CCOc3cccc(C)c3)no2)C1 (configuration not stated)	?	?	25%	.	-11%	0	12%
Cc1sc2ncn(CC(=O)Nc3cccc(C(F)(F)F)c3)c(=O)c2c1S(=O)(=O)N1CCC(C)CC1	.	.	46%[activator]	.	.	7	6%
Cc1ccc(CN(Cc2ccco2)C(=O)COc2c(C)cc(C)cc2C)cc1	.	.	11%	.	.	-8	6%
COc1ccc(C(=O)NCC2(COc3cccnc3)C[C@@H](O)[C@@H](O)C2)cc1 (some centres not stated)	-5%[172 µM]	-16%[174 µM]	6%[87.6 µM]	-7%[172 µM]	1%[88.5 µM]	5	-26%[87.6 µM]
COc1cccc(OC)c1-c1c(-c2ccccc2)ncn1CCCSC	?	?	-15%	8%	-14%	5	-4%
O=C(Cn1nc2n(c1=O)CCCC2)Nc1cccc(Cl)c1	19%	-5%	24%	9%	i	0	8%
Cc1cc(C(=O)Nc2cccc(C)c2C)c2c(C)nn(-c3cccc(F)c3)c2n1	.	.	-14%	.	.	2	-10%
C[C@@H](Oc1cc(-c2cnn(C3CCNCC3)c2)cnc1N)c1c(Cl)ccc(F)c1Cl	.	.	12%	.	3%&-6%	-14&-14	?
CCn1cc(S(=O)(=O)N2CCC(c3noc(-c4ccncc4)n3)C2)cn1 (configuration not stated)	-10%	-25%	-3%	0%	i	-2	1%
COc1cccc(-n2cc(C(=O)Nc3cccc(C(F)(F)F)c3)c3ccccc3c2=O)c1	.	.	-5%	.	.	-5	-3%
COc1ccc(CC(=O)N2CCCN(c3cc(-c4ccc(OC)cc4)[nH]n3)CC2)cc1	?	?	3%	-1%	?	-4	-19%
Cc1noc(-c2cccc(F)c2)c1C(=O)NCc1ccc(Cl)cc1	?	?	-1%	5%	-2%	-15	5%
O=C(CCC(=O)N1Cc2ccccc2Oc2ncccc21)Nc1ccc(Cl)cc1	.	.	-18%	.	.	18	7%
Cc1ccc(N2CC(c3noc(COc4cccc(C)c4)n3)CC2=O)cc1 (configuration not stated)	-14%	-2%	7%	-5%	i	11	7%
O=[N+]([O-])c1cccc(-c2noc([C@@H]3C[C@@H](O)CN3Cc3ncc[nH]3)n2)c1	-17%[172 µM]	-20%[174 µM]	38%[activator][87.6 µM]	-5%[172 µM]	-8%[88.5 µM]	4	-4%[87.6 µM]
